Screening results: PubChem BioAssay, National Center for Advancing Translational Sciences (NCATS)
RXFP1 antag: RXFP1 (human) relaxin receptor antagonism; 0.59% of 350,000 active; HEK293-RXFP1, relaxin-stimulated cAMP HTRF, 30 min; active compounds read low; activity change, negative = inhibition, % at 57.5 µM; Q9HBX9;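 active = activity change of -60% or lower, but not beyond a set lower limit; inconclusive = change between -60% and -40%, or beyond the set limit; inactive = change above -40%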; also: % is scaled to controls: 0 for no effect and ±100 for the full control effect
Target sequence (Q9HBX9 whole entry, looked up): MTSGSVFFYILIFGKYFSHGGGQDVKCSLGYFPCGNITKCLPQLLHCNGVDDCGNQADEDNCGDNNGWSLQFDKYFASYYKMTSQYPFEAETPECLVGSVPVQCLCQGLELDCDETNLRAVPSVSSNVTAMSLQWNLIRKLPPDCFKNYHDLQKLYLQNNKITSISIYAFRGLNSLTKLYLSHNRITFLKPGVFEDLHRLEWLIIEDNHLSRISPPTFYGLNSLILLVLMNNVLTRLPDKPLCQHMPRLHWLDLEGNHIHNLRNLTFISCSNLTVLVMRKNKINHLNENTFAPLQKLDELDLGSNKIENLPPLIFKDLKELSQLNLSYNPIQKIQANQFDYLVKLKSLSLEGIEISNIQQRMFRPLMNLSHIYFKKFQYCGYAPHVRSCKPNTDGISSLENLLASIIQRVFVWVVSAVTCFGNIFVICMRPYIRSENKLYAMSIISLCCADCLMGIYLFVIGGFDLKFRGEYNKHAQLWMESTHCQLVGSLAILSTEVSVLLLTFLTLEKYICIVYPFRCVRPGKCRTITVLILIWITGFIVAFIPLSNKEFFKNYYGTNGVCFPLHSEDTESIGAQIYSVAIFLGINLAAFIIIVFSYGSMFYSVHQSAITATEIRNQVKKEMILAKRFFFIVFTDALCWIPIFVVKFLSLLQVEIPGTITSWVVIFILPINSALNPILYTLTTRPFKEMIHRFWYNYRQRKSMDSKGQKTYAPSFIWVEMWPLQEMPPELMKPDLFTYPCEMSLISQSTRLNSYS
Anesthetic bind: candidate novel general anesthetic via apoferritin binding | 0.074% of 350,000 active | apoferritin/1-aminoanthracene competitive binding, fluorescence | Potency, µM (titrated, usually from 77.5 µM), inactives show at the top dose activity change, negative = displacement, hits mostly inhibitors | P02791; also: potency is read from the fitted curve at half-maximal effect; % is scaled to controls: 0 for no effect and ±100 for the full control effect; nearly all actives have a fitted effect of over 20% in size
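Concentration-response curves derived by four-parameter Hill fitting of normalized fluorescence, where compounds displaced 1-AMA from 10 uM horse apoferritin following a brief 10 min room-temperature incubation; propofol titration acted as positive control.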
D1 antagonist: human D1 dopamine receptor antagonism; P21728; HEK293 TREx D1 cells, calcium flux, dopamine EC80; active compounds read low; activity change, negative = inhibition, % at 10 µM; 3.2% of 360,000 active; AID 504652; in the data active = activity change below about -30%; also: % is scaled to controls: 0 for no effect and ±100 for the full control effect
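After overnight tetracycline induction at 30 C, force-coupled D1 HEK293 cells took up a no-wash calcium dye at room temperature. Compounds were added and monitored 180 s, and the response to EC80 dopamine was then recorded.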
RXFP1 ag: agonists of human relaxin receptor RXFP1; AID 2676; 0.3% of 370,000 active; Q9HBX9; Potency, µM (doses to about 57.5 µM), for inactives: top-dose activation, hits mostly activators; HEK293T-RXFP1 cAMP TR-FRET, 30 min; response scale: percent of porcine relaxin response, buffer zero; also: potency is read from the fitted curve at half-maximal effect; % is scaled to controls: 0 for no effect and ±100 for the full control effect; nearly all actives have a fitted effect of over 60% in size; many of its hits are not listed in these tables
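HEK293T cells stably expressing RXFP1 were pretreated with the PDE4 inhibitor Ro 20174, exposed to compounds for 30 min at 37C, lysed, and cAMP was read by TR-FRET. Data normalized to buffer (basal) and 29 nM porcine relaxin (100%).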
TRHR agonist: agonists of human TRH receptor | TRHR cells, calcium flux fluo-8, FDSS agonist mode | activation, % at 2 µM | P34981 | 0.18% of 360,000 active | AID 493084; in the data active = activation above about 30%; also: 0% is about no effect
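Steps: seed TRHR cells overnight; add fluo-8 no-wash Ca dye, RT 30 min–1.5 h; record 10 s baseline; pin-transfer compounds; monitor fluorescence 1 cycle/s for the agonist window. Calcium increases flag candidate agonists.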
D1 potentiator: potentiators of human D1 dopamine receptor. HEK293 TREx D1 cells, calcium flux, dopamine EC20 potentiation. potentiation, % at 10 µM. 0.036% of 360,000 active. AID 504651; in the data active = potentiation above about 30%; also: 0% is about no effect
D2 potentiator: D2 dopamine receptor (human) potentiation; HEK293 T-REx D2, calcium flux, EC20 dopamine potentiation; 0.34% of 340,000 active; potentiation, % at 10 µM; AID 485347;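 active = potentiation over 3 SD above the plate norm, cut at about 30% in these data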; also: 0% is about no effect
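Potentiation of an EC20 dopamine calcium response measured kinetically over 180 s, after a preceding 180 s compound-only read flagging agonists. Cells: inducible Hek293 Trex D2 line, 4000/well, cultured overnight at 30 C before dye loading.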
TRHR enhancer: allosteric enhancers of human TRH receptor; P34981; TRHR cells, fluo-8 calcium fluorescence, EC20 TRH enhancement; enhancement, % at 2 µM; 0.66% of 360,000 active; AID 493056; in the data active = enhancement above about 30%; also: 0% is about no effect
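TRHR-expressing cells loaded with fluo-8 calcium dye were read kinetically (ex 480/em 530) during compound addition, then stimulated with an EC20 of TRH (10 nM final). Enhancement of the Gq-mediated intracellular calcium response was scored.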
D1 agonist: activates the human D1 dopamine receptor; P21728; 1% of 360,000 active; HEK293 T-REx D1 cells, calcium flux, agonist mode; activation, % at 2 µM; in the data active = activation above about 30%; also: 0% is about no effect
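Inducible HEK293 T-REx D1 cells, force-coupled to calcium signalling, were plated at 4000 cells/well with tetracycline and held overnight at 30 C. After no-wash calcium dye loading, compound-evoked calcium rise over 180 s flagged agonists.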
Active calls of the source: *; ? = inconclusive; · = no result given; [ ] = dose if it differs, or a comment. Unless noted, calls follow the shape of the dose curve; as a rule, active = well fitted curve in the direction sought with a large enough effect; inconclusive = small, poorly fitted or top-dose-only effect, or another doubt; inactive = no such curve, though single readings can be large; an effect the other way counts as inactive or inconclusive. Not all compounds are listed; count on the stated rates, not on these rows.

SMILES	RXFP1 antag	Anesthetic bind	D1 antagonist	RXFP1 ag	TRHR agonist	D1 potentiator	D2 potentiator	TRHR enhancer	D1 agonist
COc1ccccc1C1CC(c2ccc(F)cc2)Nc2ncnn21 (configuration not stated)	-10	-17%	6	0.1%	0.4	-3	-4	3	0
NC(=O)C1CCN(C(=O)C2CCN(C(=O)Nc3ccccc3)CC2)CC1	-9	·	-6	0.7%	0.5	-1	8	9	2
CCc1ccccc1OCCCN1CCCC1	-4	-3%	-27	-1.2%	0.4	-1	-13	-2	5
O=C(O)c1ccc(CNC(=O)c2ccccc2NC(=O)c2cccc([N+](=O)[O-])c2)cc1	-31	-1%	-3	-2.6%	0.2	-1	-2	-1	0
O=C(c1cc2ccccc2oc1=O)N1CCN(c2ccc(F)cc2)CC1	·	-11%	-10	-0.5%	-0.8	3	-2	13	0
Cc1cccc(Nc2nc(NCc3ccco3)c3ccccc3n2)c1	-26	-15%	-19	-1.2%	-0.2	-7	-6	-11	7
CCCCCC(O)(CCCCC)C(=O)NNc1ccccc1	-12	-15%	0	3.3%	-2.2	-4	·	-11	1
[O-]/C(=C(\C(=S)NCc1ccccc1)[n+]1ccccc1)c1ccc(Cl)s1	-6	-15%	1	3.6%	-0.2	-3	-4	1	0
CCC(CC)C(=O)Nc1nnc(SCc2cc(=O)n3cccc(C)c3n2)s1	4	?	5	-0.1%	0.1	7	10	1	2
C=CCN1C(=O)CN=C1NCc1ccccc1	-11	-9%	-6	0.1%	-0.2	-9	14	1	1
CCCCOc1ccc(CCC(=O)N/N=C/c2ccco2)cc1	-14	?	-6	0.2%	-0.7	6	8	4	1
Cc1ccc2cc(C(=O)O)c(C)nc2c1	0	-8%	-14	-0.2%	-0.6	-10	·	0	9
COc1cc(CC(=O)NCCCc2ccccc2)cc(OC)c1OC	6	-7%	-3	1.1%	0.2	-4	9	1	4
Cc1c(C2(O)C(=O)Nc3ccc(F)cc32)c(=O)n(-c2ccccc2)n1C (configuration not stated)	7	-4%	4	1.3%	0.3	-1	-3	50*	3
Cc1ccc(-c2nc3nc(C)cc(N4CCN(c5cccc(C)c5C)CC4)n3n2)cc1	·	-6%	-26	4.0%	0.7	1	2	-1	0
Cc1occc1-c1nnc(SCC(=O)NCCc2ccccc2)n1Cc1ccccc1	12	-12%	-17	-0.4%	0.5	1	-10	-10	0
Cc1ccc(CC(=O)NC2CCSC2=O)cc1 (configuration not stated)	-5	1%	-6	2.8%	-2.0	-4	-1	1	5
COC(=O)C1=NN[C@H](C(=O)OC)[C@H]1c1ccccc1	3	-11%	8	0.0%	0.1	-6	1	3	4
O=C(COC(=O)CSc1ccc(Br)cc1)NCc1ccco1	-17	·	-2	0.1%	0.1	-11	0	-3	5
CCOC(=O)CC1(NC(=O)C2CCC(=O)N(C3CC3)C2)CCCCC1 (configuration not stated)	4	-3%	14	2.8%	0.4	0	-4	2	2
Cc1c(NC(=O)C(C)Sc2nc(N)cc(=O)[nH]2)c(=O)n(-c2ccccc2)n1C (configuration not stated)	-3	·	-6	1.4%	0.9	-2	·	5	1
CCN(C(=O)c1cc2c(=O)n3ccccc3nc2n1CCCOC)C1CCCCC1	4	696%[activator]	5	26%	-0.2	-1	18	-1	1
N#Cc1ccc(C(=O)Nc2cccc3ncccc23)c(F)c1	-14	-13%	22	4.6%	0.4	-3	20	2	1
Nc1nc(SCC(=O)NCc2ccccc2)n[nH]1	-2	-16%	5	0.1%	1.2	-5	3	1	1
CC(CCc1ccccc1)NC(=O)Cn1c(=O)nc(-c2ccccc2)c2cc(Cl)ccc21 (configuration not stated)	0	52%[activator]	7	3.4%	-0.3	0	0	-1	1
CCC(=O)N1N=C(c2cccc(NS(C)(=O)=O)c2)CC1c1cccs1 (configuration not stated)	1	2%	-1	2.3%	-0.1	6	2	-6	0
Cc1nc2cc(NC(=O)N3CCCC3)ccc2n1C	-20	-3%	4	-1.0%	0.0	-7	-11	10	2
CCCNc1ccc(S(=O)(=O)N(C(C)C)C(C)C)cn1	-8	-14%	-25	0.2%	-0.8	-7	11	5	2

Entries from the list above with four or more nitrogen atoms, in the order listed:
SMILES	RXFP1 antag	Anesthetic bind	D1 antagonist	RXFP1 ag	TRHR agonist	D1 potentiator	D2 potentiator	TRHR enhancer	D1 agonist
COc1ccccc1C1CC(c2ccc(F)cc2)Nc2ncnn21 (configuration not stated)	-10	-17%	6	0.1%	0.4	-3	-4	3	0
NC(=O)C1CCN(C(=O)C2CCN(C(=O)Nc3ccccc3)CC2)CC1	-9	·	-6	0.7%	0.5	-1	8	9	2
Cc1cccc(Nc2nc(NCc3ccco3)c3ccccc3n2)c1	-26	-15%	-19	-1.2%	-0.2	-7	-6	-11	7
CCC(CC)C(=O)Nc1nnc(SCc2cc(=O)n3cccc(C)c3n2)s1	4	?	5	-0.1%	0.1	7	10	1	2
Cc1ccc(-c2nc3nc(C)cc(N4CCN(c5cccc(C)c5C)CC4)n3n2)cc1	·	-6%	-26	4.0%	0.7	1	2	-1	0
Cc1occc1-c1nnc(SCC(=O)NCCc2ccccc2)n1Cc1ccccc1	12	-12%	-17	-0.4%	0.5	1	-10	-10	0
Cc1c(NC(=O)C(C)Sc2nc(N)cc(=O)[nH]2)c(=O)n(-c2ccccc2)n1C (configuration not stated)	-3	·	-6	1.4%	0.9	-2	·	5	1
CCN(C(=O)c1cc2c(=O)n3ccccc3nc2n1CCCOC)C1CCCCC1	4	696%[activator]	5	26%	-0.2	-1	18	-1	1
Nc1nc(SCC(=O)NCc2ccccc2)n[nH]1	-2	-16%	5	0.1%	1.2	-5	3	1	1
Cc1nc2cc(NC(=O)N3CCCC3)ccc2n1C	-20	-3%	4	-1.0%	0.0	-7	-11	10	2
